OXTR potentiate – human OXTR potentiation. P30559. CHO-OTR cells, Fluo-8 calcium fluorescence, potentiator mode; 0% = oxytocin EC15, 100% = EC100. activation, % at 3 µM. actives 0.061% (n = 320,000). AID 2445;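 active means activation above that plate's cutoff, the mean activation of tested compounds plus 3 SD, cut at about 6.6% in these data, passing the limit was not always enough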;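 further: 100% uses oxytocin at 75 nM as the full agonist control; some results filed as inactive read as strong as hits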
Target sequence (P30559 whole entry, looked up): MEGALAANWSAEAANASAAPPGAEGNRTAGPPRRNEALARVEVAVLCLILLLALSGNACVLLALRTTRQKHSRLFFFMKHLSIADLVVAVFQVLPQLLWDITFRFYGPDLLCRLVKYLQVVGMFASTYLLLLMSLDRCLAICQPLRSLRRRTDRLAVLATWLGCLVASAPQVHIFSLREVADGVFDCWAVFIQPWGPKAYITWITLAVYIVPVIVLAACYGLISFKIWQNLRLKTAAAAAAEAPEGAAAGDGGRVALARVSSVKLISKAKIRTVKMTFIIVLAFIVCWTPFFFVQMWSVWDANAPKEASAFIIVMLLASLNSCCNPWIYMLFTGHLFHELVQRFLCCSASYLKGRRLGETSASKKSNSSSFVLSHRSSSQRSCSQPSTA
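System: human OTR in CHO cells / Also added: sub-maximal oxytocin, roughly EC15 / Control set: EC15 oxytocin low, 75 nM oxytocin high / Schedule: 6 min compound pre-incubation at room temperature, 100 s kinetic read / Compound: single-point 3.0 µM / Replication: singlicate / Technique: Fluo-8 calcium dye fluorescence / Read-out basis: % activation of max/min ratio relative to oxytocin controls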
GalR3 antag – human GalR3 antagonism | O60755 | HEK293 GalR3-CNG cAMP membrane potential fluorescence; galR3 body fused to GalR1 C-terminus | inhibition, % at 3 µM | actives 0.44% (n = 360,000) | AID 651719;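 active means inhibition above the screen-wide average plus 3 SD, cut at about 13% in these data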;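 further: forskolin and galanin both at EC90 stimulate the cells; cAMP rise reported by CNG channel membrane potential dye signal; 0% = forskolin plus galanin with DMSO and 100% = forskolin alone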
Target sequence (O60755 1-299 limits assumed): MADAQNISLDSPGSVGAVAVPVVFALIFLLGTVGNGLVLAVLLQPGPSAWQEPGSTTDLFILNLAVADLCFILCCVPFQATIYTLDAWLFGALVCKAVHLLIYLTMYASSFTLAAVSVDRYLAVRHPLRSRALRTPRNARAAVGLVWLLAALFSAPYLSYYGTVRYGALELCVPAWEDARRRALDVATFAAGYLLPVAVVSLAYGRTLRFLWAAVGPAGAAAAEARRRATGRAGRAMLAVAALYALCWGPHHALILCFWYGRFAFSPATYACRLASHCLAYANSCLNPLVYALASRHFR
MEKK2mut PB1 HTS – signal of MEK5 binding to mutant human MEKK2 PB1 domain; actives 0.35% (n = 290,000); percent response, % at 10 µM; bead flow cytometry, Alexa488-MEK5 binding to MEKK2 mutant; in the data active means percent response above about 24%, passing the limit was not always enough; further: inactives centre near 1; some results filed as inactive read as strong as hits
V1R ag counter – V1a receptor agonism, counter-screen for OXTR agonists | activation, % at 3 µM | actives 0.25% (n = 320,000) | CHO-V1R cells, Fluo-8 calcium fluorescence, agonist mode; 0% DMSO, 100% 3 nM vasopressin | P37288;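 active means activation above the mean activation of all tested compounds plus 3 SD, per screening run, cut at about 20% in these data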;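 further: signal is peak over basal fluorescence ratio across a 100 second FLIPR read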
Target sequence (P37288 whole entry, looked up): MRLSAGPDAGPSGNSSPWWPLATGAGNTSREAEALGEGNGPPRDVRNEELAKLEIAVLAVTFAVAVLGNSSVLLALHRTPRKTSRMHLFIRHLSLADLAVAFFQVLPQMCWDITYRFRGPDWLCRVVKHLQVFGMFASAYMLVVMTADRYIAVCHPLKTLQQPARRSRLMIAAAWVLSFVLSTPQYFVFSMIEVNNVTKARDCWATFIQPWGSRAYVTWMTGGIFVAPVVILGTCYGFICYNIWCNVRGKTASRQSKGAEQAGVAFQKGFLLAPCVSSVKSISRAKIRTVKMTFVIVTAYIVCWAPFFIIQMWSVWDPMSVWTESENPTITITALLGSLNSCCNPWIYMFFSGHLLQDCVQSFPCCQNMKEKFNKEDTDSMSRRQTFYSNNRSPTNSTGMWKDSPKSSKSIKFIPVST
GPR7 antag – human neuropeptides B/W receptor 1 antagonism | P48145 | GPR7-expressing cells, fluorescence antagonist assay | inhibition, % at 4.4 µM | actives 1.1% (n = 290,000); in the data active means inhibition above about 16%, passing the limit was not always enough;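 further: cells stimulated with the agonist NPW; 0% = agonist with vehicle and 100% = vehicle without agonist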
MEKK2wt PB1 HTS – raises or lowers MEK5 binding to wildtype human MEKK2 PB1 domain | Q9Y2U5 | bead flow cytometry, Alexa488-MEK5 binding to MEKK2 WT; actives lie on both sides | binding response (% of control), % at 10 µM | actives 1.1% (n = 290,000); in the data active means binding response below about 67% or above about 130%
NALP1 inh – NALP1 inhibition; actives 0.61% (n = 280,000); AID 2071; inhibition, % at 10 µM; S. cerevisiae NALP1/ASC/caspase-1 growth, X-gal OD620, 72 h; in the data active means inhibition mostly above about 24%, no sharp cut-off; inactive means mostly below about 32%; further: some compounds called inactive have numbers as strong as hits
PfM18AAP inh – blocks P. falciparum M18 aspartyl aminopeptidase. recombinant PfM18AAP, H-Glu-NHMec fluorogenic cleavage. actives 1.2% (n = 290,000). inhibition, % at 7.35 µM;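 active means inhibition above the campaign mean inhibition over all tested compounds plus 3 SD, cut at about 28% in these data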;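 further: 0% = plate median of test compound wells and 100% = 2 mM ZnCl2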
OXTR ag – activates the human oxytocin receptor | CHO-OTR cells, Fluo-8 calcium fluorescence; normalized: DMSO 0%, oxytocin 100% | P30559 | activation, % at 3 µM | actives 0.32% (n = 320,000) | AID 2435;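 active means activation above the mean of all tested compounds plus 3 SD, cutoff set per screening run, cut at about 20% in these data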;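 further: peak over basal fluorescence ratio from a 100 s FLIPR kinetic read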
Numbers without * were called inactive; i = inactive; x = not tested or not shown.

The line under a structure holds: OXTR potentiate, GalR3 antag, MEKK2mut PB1 HTS, V1R ag counter, GPR7 antag, MEKK2wt PB1 HTS, NALP1 inh, PfM18AAP inh, OXTR ag
[1] CC1=C(C(=O)Nc2ccccc2)C(c2ccco2)C(C#N)=C(SCC(=O)Nc2cccc(C)c2C)N1 (stereo unspecified)
 : -8.6, -5.5, 3.0, 0.9, 10.7, 102.0, 21.1, 23.0, -0.5
[2] CC(=O)Oc1ccc2c(C)c(CC(C)O)c(=O)oc2c1 (stereo unspecified)
 : -23.7, -1.6, 2.0, 3.5, 13.1, 100.0, 7.5, 15.8, 1.2
[3] CCOC(=O)c1c(CN(C)C)n(-c2ccc(C)cc2)c2cc(Br)c(O)cc12
 : -3.7, 0.0, -2.0, 5.8, -15.0, 106.0, 14.7, 37.6*, 7.6
[4] COc1ccc(S(=O)(=O)N2CCCC(C(=O)NCCc3ccccc3)C2)cc1 (stereo unspecified)
 : -6.4, -6.0, 4.0, -1.5, -7.8, 105.0, 18.3, 3.3, -1.6
[5] O=C(N/N=C/C=C/c1ccccc1[N+](=O)[O-])c1cc(-c2cccnc2)nc2ccccc12
 : -13.8, -1.3, -2.0, -0.3, -4.7, 90.0, 17.3, 1.6, -0.7
[6] CCCC(=O)NCCCc1nc2ccccc2n1C
 : -3.2, x, 6.0, 1.0, -10.4, 108.0, x, 4.3, -0.1
[7] CN(C)/C=N/n1cnc2ccccc2c1=O
 : -4.1, -5.4, -17.0, 1.0, -7.0, 93.0, i, 1.5, -0.6
[8] CSc1nc(S(=O)(=O)c2ccc(C)cc2)c(Cl)s1
 : -7.0, -6.4, -3.0, -0.5, 11.2, 111.0, -31.3, -3.3, -2.6
[9] COc1ccc(CCN(C)C(=S)NC(=O)c2ccc(F)cc2Cl)cc1OC
 : 1.9, -4.8, -3.0, 0.7, 2.6, 98.0, 6.6, 15.1, 1.7
[10] CCN(CC)S(=O)(=O)c1ccc(C(=O)Nc2ncn(Cc3ccccc3)n2)cc1
 : -2.2, -3.6, 1.0, 3.3, -7.9, 100.0, 7.3, 2.0, 0.8
[11] COc1cc2sc(NC(=O)c3ccco3)nc2cc1Cl
 : -4.2, -4.6, 9.0, 0.6, 7.8, 103.0, 22.6, -7.7, 0.7
[12] CCc1c(C)nc(N)n2c(SCC(=O)NC3CCCCC3)nnc12
 : -12.3, -7.7, 2.0, 0.6, -1.7, 98.0, 0.8, 10.7, -0.4
[13] COC(=O)c1cccc(NC(=O)c2cc(OC)c(OC)c(OC)c2Br)c1
 : 1.3, -7.4, -4.0, 0.3, -3.4, 89.0, 40.1, -2.8, 1.1
[14] Cc1ccccc1C(=O)NCC(=O)Nc1ccc(C)c(S(=O)(=O)N2CCCCCC2)c1
 : -13.9, -1.9, 8.0, 5.8, -10.0, 106.0, 11.3, -14.0, 4.6
[15] CCCN1CCN(C(=O)c2ccccc2-c2nc3ccccc3s2)CC1
 : 1.1, -0.1, 3.0, -0.1, -7.3, 107.0, 6.0, 4.0, -1.1
[16] O=C(CSc1ncn[nH]1)Nc1cccc2ccccc12
 : -4.8, -2.9, 6.0, 0.6, -3.5, 110.0, 7.8, 17.7, 0.8
[17] COc1cc(C(C[N+](=O)[O-])c2c(C)[nH]c3ccccc23)ccc1O (stereo unspecified)
 : -6.2, -6.0, 1.0, 4.9, 7.7, 98.0, 6.5, 29.3*, 4.7
[18] COc1ccc(-c2cc(C(=O)NCC(C)C)no2)cc1
 : -4.6, -4.6, 7.0, 1.6, -8.7, 102.0, 5.5, -2.2, 1.6
[19] Cc1cccc2c(N)c3c(nc12)N(C)CC3
 : -2.6, -5.4, 1.0, -0.1, -8.3, 102.0, 3.7, 31.3*, 0.1
[20] O=C(Cc1ccccc1)Nc1ccc(NC(=S)NC(=O)c2ccccc2)cc1
 : 6.0, 2.3, 2.0, 2.6, -5.0, 100.0, 7.4, -4.7, 1.2
[21] CCOC(=O)c1ccoc1CN1CCN(S(=O)(=O)c2ccc(C)c(C)c2)CC1
 : -3.0, -4.2, x, 5.9, x, x, x, x, -2.2
[22] Cc1c(-c2nc(-c3ccncc3)no2)cccc1[N+](=O)[O-]
 : -11.6, -1.8, 0.0, -0.2, -7.2, 104.0, 21.8, -10.8, -2.0
[23] O=C1C(C23CC4CC(CC(C4)C2)C3)C(=O)N(c2ccccc2)N1c1ccccc1
 : -9.5, -2.9, 5.0, 1.1, -8.0, 103.0, -89.5, 1.5, -0.6
[24] Cc1cc(Cl)ccc1C(=O)C1CCCN(C(=O)c2cnsn2)C1 (stereo unspecified)
 : -8.1, -6.3, -9.0, -0.4, -4.6, 95.0, 8.8, 1.3, -2.3
[25] COC(=O)C1=C(NC(=O)COc2ccc(Cl)cc2Cl)CCS1
 : -5.7, -3.1, 18.0, -0.8, -6.6, 115.0, 14.1, -1.6, -0.5
[26] COc1ccccc1COCC(O)CNCCc1ccc(C(F)(F)F)cc1 (stereo unspecified)
 : -7.5, -13.0, 5.0, 14.4, 19.1, 114.0, 24.5, -19.9, 5.2
[27] Cc1ccc(NC(=O)c2ccccc2)cc1C
 : -6.0, -9.6, x, -1.6, x, x, x, x, -2.6
[28] COc1cccc2sc3cc(NCCCN4CCOCC4)ccc3c(=O)c12
 : -3.4, -7.1, x, 0.2, x, x, x, x, -0.2
[29] O=C(Cn1c(=O)n(-c2ccccc2)c(=O)c2sccc21)N1CCCC1
 : 2.0, -7.5, 6.0, 0.7, -6.4, 108.0, -23.4, 3.2, -0.1
[30] O=C1C=C(N2CCCCC2)c2ccccc2C1=O
 : -12.4, -2.5, x, -0.4, x, x, x, x, -1.2
[31] Cc1cc(S(=O)(=O)NC[C@H]2O[C@@H](n3cnc4c(N)ncnc43)[C@H](O)[C@@H]2O)c(C)s1
 : 1.6, -1.7, x, 1.1, x, x, x, x, 0.5
[32] O=C(CNC(=O)c1cccs1)OCC(=O)c1ccccc1Cl
 : -4.2, 1.7, -2.0, -0.5, 1.6, 102.0, 1.1, 2.2, 0.6
[33] CC1C/C(=C\c2cccnc2)C(=O)/C(=C/c2cccnc2)C1 (stereo unspecified)
 : -2.1, -9.8, 0.0, 0.7, 2.0, 103.0, 67.5*, 6.5, -0.4
[34] Cc1oc(-c2ccc3c(c2)OCCO3)cc1C(=O)NC(Cc1ccccc1)C(=O)O (stereo unspecified)
 : -0.7, -1.6, 8.0, -0.1, -2.4, 104.0, -10.1, -2.2, 1.6
[35] Cc1nnc2ccc(-c3ccc(NC(=O)Cc4cccs4)cc3)nn12
 : -5.2, -8.0, -1.0, 0.1, -4.6, 107.0, x, -11.4, 0.4
[36] Cc1nn(C(C)C(=O)O)c(=O)c2ccccc12 (stereo unspecified)
 : -3.1, 2.5, -10.0, 0.9, -9.4, 86.0, -1.3, 14.6, 0.3
[37] COc1ccc(OC)c(S(=O)(=O)Nc2cccnc2)c1
 : -5.7, -6.9, 6.0, 0.0, -5.7, 105.0, 8.2, -0.3, 0.0
[38] COc1cc2cc(CCOC(=O)N3CCCCC3)oc(=O)c2cc1OC
 : -6.2, -2.2, x, 0.0, x, x, x, x, -0.4
[39] O=C(Nc1ccc(N2CCCC2)cc1)c1ccccc1F
 : -2.0, -5.2, -2.0, -0.3, -11.0, 98.0, 6.0, 4.9, -0.2
[40] CN(C)CC(O)CN(c1ccccc1)c1ccccc1 (stereo unspecified)
 : -11.8, -3.0, 18.0, 1.3, -15.1, 105.0, -2.8, 6.6, 0.9
[41] CN(c1ccccc1)c1nc(N)c([N+](=O)[O-])c(NC2CCCCC2)n1
 : x, -3.9, 4.0, x, -24.4, 102.0, 1.4, 3.3, x
[42] Cc1csc(=O)n1CC(=O)OCC(=O)N(CC(C)C)c1c(N)n(Cc2ccccc2)c(=O)[nH]c1=O
 : -6.3, -3.0, x, -0.5, x, x, x, x, -0.6
[43] COc1ccc(CN(CC(=O)NCc2ccc(F)cc2)C(=O)CCC(=O)Nc2ccccn2)cc1
 : -9.8, -10.5, 3.0, -0.2, -3.3, 102.0, 2.4, 1.7, 0.1
[44] Cc1ccc(C)c(S(=O)(=O)NCC(=O)Nc2ccc3c(c2)OCO3)c1
 : x, -3.2, -5.0, x, -0.1, 101.0, 7.1, -2.7, x
[45] CCOC(=O)c1c(CS(=O)(=O)c2ccccc2)n(C)c2cc(Br)c(O)c(CN(C)C)c12
 : -6.1, 0.5, 4.0, -0.5, -4.6, 104.0, 4.4, 19.7, -0.6
[46] COc1ccc(C(=O)Nc2cc(Cl)ccc2-n2cncn2)c(OC)c1OC
 : 0.0, -5.8, x, 1.5, x, x, x, x, 0.4
[47] COC(=O)c1sccc1NC(=O)c1c(Cl)cnn1C
 : 0.2, -0.9, 8.0, 0.0, -16.6, 111.0, -36.3, -3.1, -1.0
[48] CCOc1cccc(N2C(=O)CC(NCc3ccc(S(N)(=O)=O)cc3)C2=O)c1 (stereo unspecified)
 : -8.6, -3.2, 6.0, 1.1, -3.4, 104.0, -25.5, -10.8, 0.7
[49] Cc1cc(NS(=O)(=O)c2ccc(NC(=O)c3cnc4scc(C)n4c3=O)cc2)nc(C)n1
 : -3.9, x, 6.0, 0.0, -10.3, 107.0, 15.4, 4.9, -0.5
[50] Cc1cccn2c(=O)c(C=NCCO)c(NCc3ccco3)nc12
 : -5.4, -5.0, 6.0, -1.1, -14.6, 116.0, -1.7, 11.4, -1.8
[51] O=C(N(c1ccccn1)c1ccccn1)C12CC3CC(CC(Cl)(C3)C1)C2
 : -5.1, 5.1, -12.0, -1.1, -4.5, 95.0, -0.8, 4.2, -0.2
[52] COC(=O)c1cnc2c(c1C(=O)OC)c(=O)n(C)c(=O)n2C
 : 2.8, -0.9, 0.0, 0.6, -8.5, 96.0, 17.1, -6.6, 1.5
[53] CCC(C)Sc1nc2c(c(=O)[nH]c(=O)n2C)n1C (stereo unspecified)
 : -5.2, -5.7, -5.0, -0.3, -7.5, 83.0, 18.2, 6.2, -0.1
[54] CCCn1cc(NC(=O)C2CC(c3cccc(Br)c3)=NO2)cn1 (stereo unspecified)
 : -12.1, -0.9, 8.0, 6.2, 2.6, 111.0, 14.2, 5.8, 6.3
[55] CC(=O)c1c(O)cc(C)n(Cc2ccccc2)c1=O
 : -2.9, -5.6, -7.0, 0.2, -5.6, 97.0, x, 2.3, -1.2

One compound at a time (already shown). Screens in order: OXTR potentiate	GalR3 antag	MEKK2mut PB1 HTS	V1R ag counter	GPR7 antag	MEKK2wt PB1 HTS	NALP1 inh	PfM18AAP inh	OXTR ag
`CCOC(=O)c1c(CN(C)C)n(-c2ccc(C)cc2)c2cc(Br)c(O)cc12` across the screens: -3.7	0.0	-2.0	5.8	-15.0	106.0	14.7	37.6*	7.6
`Cc1cc(S(=O)(=O)NC[C@H]2O[C@@H](n3cnc4c(N)ncnc43)[C@H](O)[C@@H]2O)c(C)s1` across the screens: 1.6	-1.7	x	1.1	x	x	x	x	0.5
`Cc1cccn2c(=O)c(C=NCCO)c(NCc3ccco3)nc12` across the screens: -5.4	-5.0	6.0	-1.1	-14.6	116.0	-1.7	11.4	-1.8

Fetched one by one from above, 2 records:
The line under a structure holds: OXTR potentiate, GalR3 antag, MEKK2mut PB1 HTS, V1R ag counter, GPR7 antag, MEKK2wt PB1 HTS, NALP1 inh, PfM18AAP inh, OXTR ag
[39] O=C(Nc1ccc(N2CCCC2)cc1)c1ccccc1F
 : -2.0, -5.2, -2.0, -0.3, -11.0, 98.0, 6.0, 4.9, -0.2
[15] CCCN1CCN(C(=O)c2ccccc2-c2nc3ccccc3s2)CC1
 : 1.1, -0.1, 3.0, -0.1, -7.3, 107.0, 6.0, 4.0, -1.1

Bioassay records as filed in PubChem BioAssay.
